GSH fluor: compound fluoresces at 488/530 nm on GSH beads; GSH beads flow cytometry, compound fluorescence 488/530 nm; active compounds read high; fluorescence (KMESF) at 10 µM; actives 0.25% (n = 190,000); AID 1776; in the data active = fluorescence above about 89;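 note: glutathione beads carrying GST-tagged Bcl family fusion proteins plus one bare bead set; values are compound well signal with DMSO vehicle wells as background; inactives centre near 16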
RGS8-Gao reg: human RGS8-Galphao interaction regulation; AID 1423; response (percent of control binding), % at 10 µM; multiplexed bead flow cytometry, RGS8-Galphao binding; actives lie on both sides; actives 0.34% (n = 220,000); in the data active = response below about 60% or above about 140%; inactive = in between;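 note: Galphao activated as the GDP aluminium fluoride complex binding bead-coupled RGS8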
Target sequence (P09471 whole entry, looked up): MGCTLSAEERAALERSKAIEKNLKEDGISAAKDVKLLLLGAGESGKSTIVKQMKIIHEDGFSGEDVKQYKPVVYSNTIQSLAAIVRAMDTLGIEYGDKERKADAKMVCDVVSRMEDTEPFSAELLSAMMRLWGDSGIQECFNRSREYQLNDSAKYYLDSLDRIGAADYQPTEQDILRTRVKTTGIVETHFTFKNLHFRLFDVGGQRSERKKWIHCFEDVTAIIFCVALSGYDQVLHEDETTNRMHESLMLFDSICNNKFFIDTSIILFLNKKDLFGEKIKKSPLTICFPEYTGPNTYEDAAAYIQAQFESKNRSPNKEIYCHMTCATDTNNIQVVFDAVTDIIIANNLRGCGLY
ABCG2 block: human ABCG2 inhibition, ABCB1 as counter-screen; Q9UNQ0; IgMXP3 cells, JC-1 efflux, flow cytometry; inhibition, % at 6.6 µM; actives 0.1% (n = 190,000); AID 1325;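 active = inhibition above 80%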;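 note: 0% = DMSO and 100% = nicardipine control wells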
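Test system: ABCG2 IgMXP3 and barcoded ABCB1 CCRF-Adr cell mix; Schedule: cells with compound and JC-1, 10 min at 25 °C, rotating, no wash; Technique: flow cytometry of retained JC-1 fluorescence; Measure: % inhibition of efflux relative to nicardipine and DMSO; Controls: nicardipine high and DMSO low controls.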
Bcl-W Bim block: disrupts Bim peptide binding to human Bcl-W. Q92843. bead-based flow cytometry. inhibition, % at 10 µM. actives 0.02% (n = 190,000). AID 952;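 note: 0% = bound tracer without compound and 100% = peptide blocker; higher means less fluorescent Bim peptide bound to Bcl-W beads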
Target sequence (Q92843 whole entry, looked up): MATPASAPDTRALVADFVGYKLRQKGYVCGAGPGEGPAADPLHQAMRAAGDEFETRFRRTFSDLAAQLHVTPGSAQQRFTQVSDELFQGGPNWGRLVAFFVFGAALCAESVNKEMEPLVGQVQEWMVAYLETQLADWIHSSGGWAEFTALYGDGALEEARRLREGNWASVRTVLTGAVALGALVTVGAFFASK
Bim-Bcl-2: human Bim-Bcl-2 interaction inhibition | Bead-based flow cytometry, Bim peptide-Bcl-2 binding | inhibition, % at 10 µM | actives 0.06% (n = 190,000) | AID 950; in the data active = inhibition above about 40%; inconclusive = no clear call, values can overlap the other calls;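 note: 0% = no compound wells with probe peptide and 100% = reference peptide inhibitor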
ABCB1 block: human ABCB1 inhibition, ABCG2 as counter-screen; CCRF-Adr cells, JC-1 efflux, flow cytometry; actives 0.067% (n = 190,000); P08183; AID 1326; inhibition, % at 6.6 µM; in the data active = inhibition above about 40%;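 note: 0% = vehicle and 100% = reference inhibitor; higher value means more JC-1 retained so stronger ABCB1 efflux block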
RGS7-Gao reg: regulators of human RGS7-Galphao interaction. Multiplexed bead flow cytometry, RGS7-Galphao binding; actives lie on both sides. binding response (% of control), % at 10 µM. actives 0.35% (n = 220,000). AID 1439; in the data active = binding response below about 49% or above about 150%; inconclusive = no clear call, values can overlap the other calls; inactive = in between;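 note: fluorescent Galphao held in activated GDP-AlF4 state binding bead-coupled RGS7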
Bcl-XL Bim block: inhibitors of Bim-Bcl-XL interaction, human | Q07817 | Bim peptide-Bcl-XL binding, bead flow cytometry, fluorescence | inhibition, % at 10 µM | AID 1007 | actives 0.04% (n = 190,000)
Target sequence (Q07817 whole entry, looked up): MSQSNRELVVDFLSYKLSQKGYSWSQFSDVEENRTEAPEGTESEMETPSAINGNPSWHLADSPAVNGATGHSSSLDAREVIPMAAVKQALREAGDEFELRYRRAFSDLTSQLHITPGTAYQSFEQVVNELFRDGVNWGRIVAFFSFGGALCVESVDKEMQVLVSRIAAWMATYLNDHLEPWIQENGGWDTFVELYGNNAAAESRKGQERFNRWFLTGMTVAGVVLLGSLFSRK
Bim-Bcl-B: disrupts Bim peptide binding to human Bcl-B. bead-based flow cytometry. inhibition, % at 10 µM. actives 0.073% (n = 190,000);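 note: 0% = tracer peptide without compound and 100% = reference inhibitor peptide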
Target sequence (Q9HD36 whole entry, looked up): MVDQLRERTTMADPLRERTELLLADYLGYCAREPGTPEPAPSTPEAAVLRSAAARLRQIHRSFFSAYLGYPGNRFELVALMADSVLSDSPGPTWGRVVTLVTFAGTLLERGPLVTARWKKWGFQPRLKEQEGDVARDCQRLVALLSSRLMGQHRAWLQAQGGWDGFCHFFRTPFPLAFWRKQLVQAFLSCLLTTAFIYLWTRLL
RGS4-Gao reg: human RGS4-Galphao interaction regulation | P09471 | AID 1415 | actives 0.33% (n = 220,000) | binding response (% of control), % at 10 µM | Multiplexed bead flow cytometry, RGS4-Galphao binding; actives lie on both sides; in the data active = binding response below about 49% or above about 150%; inactive = in between;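 note: fluorescent Galphao activated with aluminum fluoride binding bead-coupled RGS4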
Bim-Bfl-1: human Bim-Bfl-1 interaction inhibition; Q16548; Bead-based flow cytometry, Bim-Bfl-1 binding inhibition; inhibition, % at 10 µM; actives 0.12% (n = 190,000); AID 1008;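 note: 0% = wells without compound plus tracer and 100% = blocker peptide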
An asterisk follows results filed as active; ? = inconclusive. Cut-off read from the data, not from the text of the source, unless noted: active = inhibition above about 40%. No enrichment for hits; about 1.1% have a hit in one of these screens.

SMILES	GSH fluor	RGS8-Gao reg	ABCG2 block	Bcl-W Bim block	Bim-Bcl-2	ABCB1 block	RGS7-Gao reg	Bcl-XL Bim block	Bim-Bcl-B	RGS4-Gao reg	Bim-Bfl-1
CCC(=O)N1C(Cc2ccccc2)COC1(C)C (stereo not given)	12	74	4	-4	-3	0.1	96	-6	-4	93	-3
CC1(C)CC(=O)c2c(oc3ccc(NS(=O)(=O)c4ccc(C(=O)O)cc4)cc23)C1	25	99	-1	-1	-3	-0.4	93	0	-2	100	-7
CC(C)(C)c1cc(Br)c(O)c(N=Nc2ccc(S(=O)(=O)N3CCOCC3)cc2)c1	59	101	0	-1	-1	-0.5	99	-4	-5	102	-8
CC(=O)C1=C(O)C(=O)N(c2nccs2)C1c1ccc(Br)cc1 (stereo not given)	13	103	1	3	0	0.4	104	2	0	100	0
CC(C)(C)n1nnnc1C(c1ccccc1F)N1CCN(C2CCCC2)CC1 (stereo not given)	22	101	0	-1	-11	0.1	102	-9	-12	101	-27
c1csc(-c2ccnc3ncnn23)c1	7	74	1	4	-3	0.1	93	3	4	93	-1
CC(=O)c1cccc(NC2c3ccccc3C(=O)N2Cc2ccc3c(c2)OCO3)c1 (stereo not given)	27	100	2	-2	-10	1.8	101	-6	-13	99	-15
Cc1ccc2nc(SCC(=O)c3c[nH]c4ccccc34)[nH]c2c1	15	101	0	1	1	-0.2	?	2	-5	100	0
O=C1OC(Nc2ccc3ncccc3c2)c2ccccc21 (stereo not given)	16	93	10	6	5	1.8	94	3	-3	92	14
CCn1c(C)[n+](Cc2ccccc2)c2ccc(Cl)cc21	13	96	-3	0	-6	-1.2	98	-3	-5	96	-2
CCN(CC)c1ccc(C(=O)OCc2c(C)noc2C)cc1	17	106	8	-1	-2	1.6	108	0	-2	108	-5
COC(=O)C(CCCN1C(=O)c2ccccc2C1=O)(NC(C)=O)c1nnn(C)n1 (stereo not given)	11	100	1	-1	-3	0.3	95	-2	0	102	-6
COc1ccc(CNC(=O)/C=C/c2cc3c(cc2Br)OCO3)cc1	29	100	11	-4	-11	1.1	99	-9	-13	98	-20
CCOC(=O)c1c(NC(=O)C2=C(C)NC(=S)NC2c2ccc(C)cc2)sc(C)c1C (stereo not given)	10	104	-2	-4	0	-0.3	98	-6	-12	98	6
Cc1cc(NC(=O)CC#N)n(-c2ccccc2)n1	10	101	3	1	3	0.3	94	0	1	99	-2
COc1ccc(-c2nsc3c(N4CCN(S(=O)(=O)c5ccccc5F)CC4)ncnc23)cc1	35	92	-9	-4	0	-1.6	94	-12	-4	93	-6
CCOC(=O)c1sc(/N=C/c2c(O)ccc3ccccc23)cc1C	18	100	25	1	-8	1.1	103	-5	-3	99	-2
COc1ccc(C(=O)NCCn2cc(SCC(=O)Nc3cc(C)on3)c3ccccc32)cc1OC	34	100	4	0	-11	1.2	102	-6	-8	98	-17
COc1ccc(Cl)cc1NC(=O)Cn1nc(-c2ccc(C)cc2)n(C)c1=S	7	100	1	-3	0	0.7	95	-3	-7	98	-1
O=C(NCCc1ccccc1)c1ccc2nccnc2c1	14	99	21	-2	-1	0.1	101	-2	-1	101	-2
CCCn1c(N)c(Sc2ccc([N+](=O)[O-])cc2)c(=O)n(CCC)c1=O	11	104	1	-1	-3	0.2	102	0	-4	102	-5
CC(=O)Nc1ccc(Nc2nc(C)nc3c2oc2ccccc23)cc1	14	101	6	0	-3	2.4	106	0	0	106	0
CN(C)C(=O)CSc1nc(-c2ccccc2)nc2c1CCCC2	14	100	25	0	3	1.1	99	-3	-4	100	1
Cc1ccc(C(=O)N2CCCC2)cc1S(=O)(=O)Nc1ccccc1	48	102	0	2	-7	0.0	102	-8	-3	100	-8
CCC(C)(C)NC(=O)C(c1ccc(F)cc1)N(Cc1ccc(OC)cc1)C(=O)c1cnccn1 (stereo not given)	10	101	1	-1	-2	0.5	97	-2	-6	98	-8
COc1ccc2cc3c(N)nn(C(=O)Cc4ccccc4OC)c3nc2c1	20	99	-1	2	-7	-0.5	101	0	-4	102	-2
O=C(O)C/C=C(/NC(=O)OCc1ccccc1)C(=O)OCc1ccccc1	10	103	0	-2	4	0.1	103	-3	-2	105	-5
CC(C)[C@H](NC(=O)c1ccccc1)C(=O)OCC(=O)NCc1ccc(F)cc1	14	93	9	1	0	1.1	86	0	-2	92	-2
Cc1ccc(C)c(N2CCN(C(=O)CN(C)S(=O)(=O)c3cnc[nH]3)CC2)c1	12	101	1	0	-4	0.3	105	-2	-3	102	-10
COc1cc(/C=C/C(=O)OCC(=O)NC(=O)NCc2ccccc2)ccc1OCC#N	16	103	5	-1	-7	0.7	96	-2	-4	98	-5
COc1cccc(CC2(CO)CCCN(Cc3cn[nH]c3-c3cc(C)ccc3C)C2)c1 (stereo not given)	10	101	2	0	2	0.5	100	-1	3	105	-5
Nc1c(C(=O)OCC2CCCO2)c2nc3ccccc3nc2n1C1CCCCC1 (stereo not given)	41	103	3	6	5	1.3	100	3	8	101	6
COC(=O)Cn1ccc(-c2ccc(Cl)cc2)c(C#N)c1=O	14	99	16	-2	-2	0.3	?	-1	-3	100	-4
Cc1ccc(S(=O)(=O)NNC(=O)C2CCN(Cc3ccccc3)CC2)cc1	8	101	3	2	-14	0.1	96	-6	-7	99	-13
CCOC(=O)Cc1nnc(Nc2ccc(C)cc2)c2ccccc12	22	89	1	6	-34	0.0	101	2	10	95	5
COCCN(C(=O)CN1CCc2ccccc2C1)c1c(N)n(Cc2ccccc2)c(=O)[nH]c1=O	32	106	13	0	-14	1.5	103	-14	-8	103	-13
O=C1c2ccccc2C(=O)N1CCCCN(C(=O)c1cc2ccccc2oc1=O)c1ccc(Cl)cc1	5	109	-1	-1	0	-0.1	102	-3	-5	103	2
CCCCC(c1nnnn1CC1CCCO1)N1CCN(c2cc(Cl)ccc2C)CC1 (stereo not given)	11	102	7	6	-7	2.0	105	0	-6	103	-7
CCn1c(NC(=O)Nc2cccc(C)c2C)cc2sccc21	17	98	-2	4	0	-2.2	89	0	3	88	-3
COc1cccc(C(c2nnnn2Cc2ccco2)N2CCN(Cc3ccccc3)CC2)c1OC (stereo not given)	15	101	2	-1	-3	2.1	100	-3	-4	101	-7
Cc1cccc(C)c1NC(=O)Nc1cccs1	45	92	3	-3	-2	0.6	97	4	0	92	-2
COc1ccc(N=N/C(=C\O)C(=O)c2ccco2)cc1	19	93	8	-3	0	0.5	92	-2	-1	92	-2
CCCCNC(=O)CSc1nc2ccccc2n1S(=O)(=O)c1ccc(Cl)cc1	12	96	-12	-6	-8	0.2	94	-9	-12	92	-9
O=C1Nc2ccc(Br)cc2C1=Nc1ccc(-c2nnc3n2CCCCC3)cc1	12	90	6	0	2	0.3	94	-4	2	96	-3
Cc1ccc(C2C(=O)N(C3CCC(C)CC3)CC(=O)N2C2CC2)cc1 (stereo not given)	11	95	1	10	11	0.9	99	15	7	99	8
O=C(CN1CCN(CC(=O)Nc2ccccc2F)CC1)Nc1ccc2c(c1)OCCO2	11	105	1	-1	-5	0.1	100	-5	-3	104	-7
O=C(Nc1ccc(C(=O)O)cc1)/C(=C/c1ccc([N+](=O)[O-])cc1)NC(=O)c1ccccc1	12	102	2	0	0	0.7	98	-2	0	103	-1
CCN(CC)c1ccc(NC(=O)Cn2ncc3c(C)n(Cc4ccccc4F)c(C)c3c2=O)c(C)c1	4	106	-2	-2	8	-0.2	101	0	-1	101	6
COc1ccc(-c2[nH]ncc2-c2cnn(-c3ccccc3)c2)c(O)c1	24	105	14	-4	-12	0.6	99	-7	-10	98	-19
CCCCOC(=O)Nc1ccc(C(=O)OC)cc1	24	101	6	-2	1	0.9	98	0	-2	96	-5
CC(C)(C)NC(=O)C(=O)NNC(=O)COc1ccc(Br)cc1	7	81	10	0	1	0.3	98	-1	-4	98	0
COc1ccc(Cn2c(O)c(/C=N/NC(=O)c3cccnc3)c3ccccc3c2=O)cc1	10	99	-3	5	0	-1.3	86	-2	0	98	-3
CCOC(=O)N/N=C\C=C\c1ccco1	12	87	2	1	-1	0.3	86	-2	-4	90	-5
CCOC(=O)N1CCN(C(=O)c2ccc3c(=O)n(-c4ccc(OC)cc4)c(=S)[nH]c3c2)CC1	25	82	-2	-6	-5	-0.5	105	-6	-9	105	-3
Cc1ccc2nc3c(nc2c1)-c1ccccc1C3=O	44	99	8	6	-9	-0.6	93	0	0	96	-13
O=C(c1cccs1)N1CCN=C1SCc1ccc(Cl)cc1	8	98	7	-8	-5	0.7	95	-10	-4	98	-5
COc1ccc(-c2noc(C3CCCN(C(=O)c4ccccc4OC)C3)n2)cc1OC (stereo not given)	23	100	0	1	0	0.9	103	-2	-8	102	-8
COc1ccc(NS(=O)(=O)c2ccc(N3CCCC3)c(NC(=S)Nc3cccc(C)c3C)c2)cc1	9	82	-8	-1	-4	-0.2	141	-11	-37	99	20
CC12CN(C(=S)Nc3ccccc3)CC(C)(CN(C(=S)Nc3ccccc3)C1)C2=O	15	88	1	-4	-2	0.2	95	1	-19	92	-6
Cc1ccc(C(=O)CSc2ncnc3sc4c(c23)CCCC4)cc1	18	100	7	-2	-2	0.2	104	0	-8	102	2

The results go on.
SMILES	GSH fluor	RGS8-Gao reg	ABCG2 block	Bcl-W Bim block	Bim-Bcl-2	ABCB1 block	RGS7-Gao reg	Bcl-XL Bim block	Bim-Bcl-B	RGS4-Gao reg	Bim-Bfl-1
CCOC(=O)c1ccc(NC(=O)Cn2ncc(Cl)c(Cl)c2=O)cc1	5	102	5	-3	1	1.1	95	-12	-13	89	0
CN(c1ccc(C(=O)N2CCOCC2)cc1[N+](=O)[O-])C1CCCCC1	25	97	2	-5	-2	0.3	101	0	0	97	0
COC(=O)c1ccc(COC(=O)c2cnccn2)cc1	19	97	5	-1	-3	0.2	94	-2	-5	92	-6
O=C(COc1ccc2oc(-c3ccco3)cc(=O)c2c1)N1CCCCC1	21	90	16	-3	-1	1.2	100	2	-6	81	0
Cc1ccccc1N1CC(C(=O)O)CC1=O (stereo not given)	15	100	2	0	-3	0.6	96	-6	-4	102	-5
CCOc1ccc(NC(=O)CSc2nnc(-c3ccccc3Cl)n2Cc2ccco2)cc1	24	101	7	0	-1	1.6	94	0	-4	97	-1
CCOP(=O)(OCC)C(NC(=O)Nc1ccccc1)C(N)=O (stereo not given)	17	100	1	-2	-8	0.4	95	-6	-10	97	-12
